# TCR-CD3 inh = human TCR-CD3 binding inhibition; TAMRA-labeled TCR probe fluorescence, biochemical; inhibition, % at 9.4 µM; actives 0.37% (n = 360,000); in the data active = inhibition above about 19%;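 also: recombinant mutant TCR 2C K166C tagged with TAMRA read by polarization; 0% = receptor in buffer alone and 100% = receptor with positive control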
# TDP2 inh = blocks human TDP2 phosphodiesterase activity | O95551 | recombinant TDP2, T5PNP hydrolysis, p-nitrophenol absorbance 415 nm | inhibition, % at 12.8 µM | actives 0.34% (n = 370,000);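 active = inhibition above the mean of all tested compounds plus 3 SD, set per campaign, cut at about 25% in these data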;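 also: 0% = DMSO with enzyme and 100% = buffer with substrate but no TDP2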
# Target sequence (O95551 whole entry, looked up): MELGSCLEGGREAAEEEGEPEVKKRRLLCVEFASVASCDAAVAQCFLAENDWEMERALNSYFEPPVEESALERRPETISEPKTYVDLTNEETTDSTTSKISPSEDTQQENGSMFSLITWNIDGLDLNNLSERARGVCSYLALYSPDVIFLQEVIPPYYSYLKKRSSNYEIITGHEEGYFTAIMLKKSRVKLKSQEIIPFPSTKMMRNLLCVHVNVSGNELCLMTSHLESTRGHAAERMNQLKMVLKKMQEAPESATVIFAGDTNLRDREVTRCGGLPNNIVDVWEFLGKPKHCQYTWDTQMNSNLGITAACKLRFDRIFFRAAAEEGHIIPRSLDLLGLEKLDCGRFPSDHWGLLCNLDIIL
#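 Assay system: recombinant human TDP2 / Reagent: T5PNP substrate at 5 mM, a TopII-DNA adduct mimic / Measured by: epi absorbance from released p-nitrophenol / Evaluation: % inhibition relative to enzyme-containing and enzyme-free wells / Control set: enzyme-free and DMSO wells / Replicates: each compound tested once, singlicate / Schedule: enzyme reaction with compound for 2 h at 37 °C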
# HTRA1 inhibitor = HTRA1 (human) protease inhibition. recombinant HTRA1, FP-rhodamine activity-based probe, fluorescence polarization. inhibition, % at 5.96 µM. AID 504803. Q92743. actives 0.5% (n = 340,000); in the data active = inhibition above about 36%;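 also: 0% = enzyme with DMSO and 100% = wells lacking enzyme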
# PRMT1 FP inh = blocks human protein arginine methyltransferase 1; recombinant PRMT1, activity-based probe fluorescence polarization; inhibition, % at 2.79 µM; actives 1.3% (n = 370,000); AID 652257;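 active = inhibition above about 21% made by adding two undisclosed values, limit read from the data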
# GC-B act = GC-B (human) receptor activation; actives 0.11% (n = 370,000); HEK293-GC-B cells, CNP EC30, cGMP TR-FRET; 0% at EC30 CNP, 100% saturating CNP; activation, % at 10 µM; P20594;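 active = activation at 10 µM reaching about 35% in either raw or pattern-adjusted values, limit read from the data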
# SIAE primary = human SIAE inhibition, primary screen. Q9HAT2. SIAE FP-Rh probe binding, fluorescence polarization. inhibition, % at 9.66 µM. actives 0.69% (n = 370,000). AID 1053197;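 active = inhibition above a cutoff: mean of compounds within the control limits plus 3 SD of those, cut at about 17% in these data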;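 also: 0% = plate median of compound wells and 100% = probe without SIAE protein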
# MBD2 DNA inh = inhibitors of human MBD2 binding to methylated oligonucleotide | Q9UBB5 | TR-FRET | inhibition, % at 4.4 µM | actives 0.31% (n = 370,000) | AID 686964; in the data active = inhibition above about 13%
# Target sequence (Q9UBB5 whole entry, looked up): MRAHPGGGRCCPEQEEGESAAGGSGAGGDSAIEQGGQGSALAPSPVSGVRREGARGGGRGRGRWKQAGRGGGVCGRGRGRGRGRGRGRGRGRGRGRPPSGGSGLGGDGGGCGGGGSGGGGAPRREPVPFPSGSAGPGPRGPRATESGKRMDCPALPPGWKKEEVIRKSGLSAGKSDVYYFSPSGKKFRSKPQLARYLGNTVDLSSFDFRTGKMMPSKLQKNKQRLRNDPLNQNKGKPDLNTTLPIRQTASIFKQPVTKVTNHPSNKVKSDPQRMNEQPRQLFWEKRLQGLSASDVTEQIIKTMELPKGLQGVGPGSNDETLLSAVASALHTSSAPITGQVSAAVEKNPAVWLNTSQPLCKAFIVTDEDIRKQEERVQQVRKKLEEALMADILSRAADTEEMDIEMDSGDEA
# ABHD4 inh = ABHD4 (mouse) inhibition, primary FP screen | Q8VD66 | purified mABHD4, FP-Rh probe fluorescence polarization | inhibition, % at 8.92 µM | actives 0.54% (n = 370,000) | AID 720543;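 active = inhibition exceeding the mean over every tested compound plus 3 SD, cut at about 30% in these data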;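 also: 0% = plate median of compound wells and 100% = S159A mutant with DMSO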
#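 system = mouse ABHD4 enzyme, wild type | medium = HEPES pH 7.0, NaCl, Pluronic buffer | also added = FP-Rh probe | incubation = Enzyme–compound pre-incubation 45 min, then probe 60 min, both 25 °C | technique = fluorescence polarization, excitation 525 nm, emission 598 nm, BODIPY TMR filters | controls = S159A mutant high control, sample median low control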
# rCAG binder = molecules binding r(CAG) RNA repeats; actives 1.3% (n = 370,000); inhibition, % at 3 µM; r(CAG) RNA repeat, TO-PRO-1 dye displacement fluorescence; AID 651821;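 active = inhibition above the plate cutoff, the mean of all test compounds on that plate plus 3 SD, cut at about 35% in these data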;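 also: 0% = DMSO alone and 100% = 100 µM mitoxantrone as full dye displacement; higher means more dye released from RNA so lower well fluorescence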
# LEDGF integ inh = blocks HIV-1 LEDGF/p75-dependent DNA integration. inhibition, % at 3.7 µM. actives 0.64% (n = 370,000). TR-FRET IN-LEDGF/p75 DNA integration, Eu/Cy5;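 active = inhibition above the screen-wide mean plus 3 SD, cut at about 13% in these data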;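 also: signal is the Cy5 over europium emission ratio at 671 and 618 nm; 0% = plate median of compound wells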
# Active calls of the source: *; x = no result given. A portion of the library, so the mix of outcomes need not match the whole.
# Sample of the layout:
SMILES,TCR-CD3 inh,TDP2 inh,HTRA1 inhibitor,PRMT1 FP inh,GC-B act,SIAE primary,MBD2 DNA inh,ABHD4 inh,rCAG binder,LEDGF integ inh
O=C(c1ccccc1F)N1CCN(c2ccc([N+](=O)[O-])c(NCC3CCCO3)c2)CC1 (centres undefined),4,-2,-4,2,-5,5,-6,4,-6,0
CC(=O)NC(C)c1ccc(C(=O)CSc2nnc(C3CC3)n2C2CC2)cc1 (centres undefined),-8,2,4,0,1,-5,-1,-12,-3,6
COc1ccc(CN2C(=O)C(CC(=O)NC(c3ccccc3)c3ccccc3)CC(C(=O)N(C)C)=C2C)cc1 (centres undefined),1,1,0,-4,-5,-5,2,-3,2,8

# The whole of this part, previewed entries included:
SMILES,TCR-CD3 inh,TDP2 inh,HTRA1 inhibitor,PRMT1 FP inh,GC-B act,SIAE primary,MBD2 DNA inh,ABHD4 inh,rCAG binder,LEDGF integ inh
O=C(c1ccccc1F)N1CCN(c2ccc([N+](=O)[O-])c(NCC3CCCO3)c2)CC1 (centres undefined),4,-2,-4,2,-5,5,-6,4,-6,0
CC(=O)NC(C)c1ccc(C(=O)CSc2nnc(C3CC3)n2C2CC2)cc1 (centres undefined),-8,2,4,0,1,-5,-1,-12,-3,6
COc1ccc(CN2C(=O)C(CC(=O)NC(c3ccccc3)c3ccccc3)CC(C(=O)N(C)C)=C2C)cc1 (centres undefined),1,1,0,-4,-5,-5,2,-3,2,8
Cc1ccc2cc(C(c3nnnn3C3CCCC3)N3CCN(c4ccc(F)cc4)CC3)c(=O)[nH]c2c1 (centres undefined),-7,-3,-21,20,3,-6,-3,-3,8,2
O=C(CS(=O)(=O)c1ccccc1)Nc1nnc(C(F)(F)F)s1,6,-3,5,0,2,3,-5,2,5,0
CC(C)c1cc(C(=O)N/N=C/c2c[nH]c3ccccc23)n[nH]1,-5,3,2,2,-5,4,4,7,-3,-2
Brc1cccc(OCCSc2ncccn2)c1,3,1,x,2,2,0,2,-6,-4,1
Cc1cc(C(=O)O)c(S(C)(=O)=O)s1,4,11,-1,-1,-7,3,5,1,0,-2
COCc1nnc(NC(=O)c2ccc(NC(=O)C(C)C)cc2)s1,3,8,3,-4,6,-1,-4,-3,0,2
COc1ccc2nc(NC(=O)CCc3nc(-c4ccccc4F)no3)sc2c1,-4,-9,3,0,1,8,4,-3,1,-4
COc1cc(CNCCCN2CCOCC2)ccc1OCC(=O)NC(C)(C)C,-6,-3,-3,0,2,0,-1,3,0,5
CCNc1nc(NCC)n2c(SCC(=O)Nc3ccc(OC)c(OC)c3)nnc2n1,-6,-19,-3,9,6,-2,3,-10,-5,4
Cc1ccc2nsnc2c1S(=O)(=O)NC1CC1,4,-5,2,-1,3,-3,2,2,2,1
CC(=O)N1CCC(=NNc2ccnc3cc(Cl)ccc23)CC1,12,9,0,4,-2,8,0,12,3,-1
COC(=O)C(CCSC)NC(=O)Cn1ncc2c(=O)oc3ccc(C)cc3c21 (centres undefined),3,1,7,-1,2,-13,4,1,6,-1
Cc1ccc(S(=O)(=O)N(C)C)cc1NC(=O)c1ccccc1SCC(=O)N1CCCC1,-2,4,6,2,3,11,-5,3,2,0
O=C(CSc1nnc(-c2ccccn2)n1-c1ccccc1)Nc1ccc2c(c1)OCO2,-1,0,0,0,-2,4,2,-5,1,1
COc1ccc(-c2c(C#N)c(N)nc3sc(C(=O)c4ccccc4)c(N)c23)cc1,-6,9,4,3,2,1,-3,-5,3,1
CO[C@@H]1[C@@H](OC(N)=O)[C@@H](O)C(Oc2ccc3c(O)c(NC(=O)c4ccc(O)c(CC=C(C)C)c4)c(=O)oc3c2C)OC1(C)C (some centres undefined),0,5,-6,-2,4,-3,-6,0,50*,6
CC(=O)c1c(C)[nH]c(C(=O)N2CCN(c3cc(Cl)ccc3C)CC2)c1C,3,8,2,-5,-2,2,-4,-1,-1,0
CC(=O)NC(c1ccccc1)c1nc(-c2cncnc2)cs1 (centres undefined),6,12,x,2,-1,-2,-3,3,0,-2
CN(C)c1ccc(C(=O)OCC(=O)N2CCCCCC2)cc1,2,-7,-2,-4,1,7,0,1,-4,0
Cc1cccc(C)c1NC(=O)C1(C)CCC(=O)N1CCc1c[nH]c2ccccc12 (centres undefined),0,-3,x,-2,-4,8,-2,1,-1,0
CCC(C(=O)OC)n1cnc2c(oc3ccccc32)c1=O (centres undefined),0,-8,6,0,2,-9,0,7,-1,-2
O=C1CCc2cc(S(=O)(=O)Nc3ccccc3Cl)ccc2N1,1,-5,1,2,-3,4,2,-6,2,-2
COc1ccc(C(=O)N2CCN(c3ccccc3)CC2)cc1S(=O)(=O)N1CCOCC1,0,15,4,-5,6,2,-1,3,-3,2
CCOC(=O)C1=CCN(S(=O)(=O)c2ccc(F)cc2)C1c1cccc(F)c1 (centres undefined),2,-3,x,-4,-2,8,-1,-3,-1,-1
CCOc1ccc(NC(=O)C2CC(=O)N=C(N)S2)cc1 (centres undefined),0,5,-4,2,-3,-6,3,1,2,1
O=C(COC(=O)c1n[nH]c2ccccc12)Nc1ccc(S(=O)(=O)N2CCCC2)cc1,3,0,-40,0,2,-32,-3,-37,19,-1
O=C(CNC(=O)c1ccccc1)NCC(=O)OCC(=O)c1ccccc1Cl,-7,3,4,3,0,5,2,2,-3,-3
CC(C)(C)n1cnc(C(N)=O)c1N,5,4,-2,1,3,6,2,2,2,0
CC(C)C(CC(=O)N1CCCCC1)C1CCOC(C)(C)C1 (centres undefined),8,5,7,-6,6,7,-4,1,-6,-3
COc1ccc(CCN=C(C)c2cc(C)c(C)cc2O)cc1OC,-4,7,-2,-4,1,4,1,2,5,0
O=C1/C(=C\c2ccc3c(c2)OCO3)CCC/C1=C/c1ccc2c(c1)OCO2,-6,3,-6,0,-7,3,2,3,6,1
CCn1c(CNc2ccc(OC)cc2)nnc1SCC(=O)Nc1ccc(F)cc1,2,3,-4,-2,4,13,-3,3,-2,-4
CC1CCN(C(=O)c2[nH]cnc2C(=O)N2CCN(c3ccccc3)CC2)CC1,0,0,2,2,0,-1,-2,-3,-1,1
CCC(CC)C(=O)Nc1nnc(SCC(=O)NC2CC2)s1,-4,-10,-2,4,-2,-4,-2,-3,-2,0
CC(=O)c1ccc([C@@H]2C[C@]34CN(Cc5cccc(C(F)(F)F)c5)S(=O)(=O)[C@H]3C[C@H]2O4)cc1,6,5,-9,1,3,0,3,4,-3,-1
CC(C)n1c(=O)c2ccccc2n1S(C)(=O)=O,-7,-6,x,-3,5,-1,-1,3,1,0
O=C(c1ccc(Br)o1)N1CCC(Cc2ccccc2)CC1,7,1,-8,-2,0,4,1,-9,-8,-2
O=S(=O)(c1ccc(NC(=S)NCc2cccnc2)cc1)N1CCCCC1,9,-4,-9,2,-1,1,0,-9,6,1
c1ccc(COc2ccc(OCCOCCn3cncn3)cc2)cc1,-4,6,-1,0,-5,2,6,-2,-8,-1
COc1cc(/C=C(\NC(C)=O)C(=O)NC(C)(C)CC(C)(C)C)ccc1OC(C)=O,0,6,6,3,1,-2,2,6,-1,0
CCc1ccc2c(c1)C1(NN=C(c3cccc4ccccc34)S1)C(=O)N2 (centres undefined),-2,5,55*,9,5,5,-11,29,17,1
Cc1cccc(NC(=O)CN2C(=O)S/C(=C\c3cccn3-c3cccc(C(=O)O)c3)C2=O)c1,15,-17,-70,6,-8,-22,4,-15,84*,7
O=C(COc1ccc([N+](=O)[O-])cc1)N/N=C/c1cc([N+](=O)[O-])ccc1N1CCOCC1,6,-2,-4,-1,-2,9,1,-1,-3,-1
O=C(CN1C(=O)NC2(CCCC2)C1=O)OCCOc1ccc(F)cc1,-5,-4,1,1,-3,7,-6,1,-6,1
COc1ccnc(Oc2cc(Cl)cc(Cl)c2)c1C#N,1,7,x,1,-5,-2,4,2,-6,1
CCOC(=O)/C=C(\C)Nc1cc(C)nn1-c1ccccc1,0,9,2,0,1,5,1,0,-1,0
CC(C)NC(=O)C(=O)c1cn(C)c2ccccc12,-3,-14,3,-4,-2,-1,3,-11,-2,3

# Later entries:
SMILES,TCR-CD3 inh,TDP2 inh,HTRA1 inhibitor,PRMT1 FP inh,GC-B act,SIAE primary,MBD2 DNA inh,ABHD4 inh,rCAG binder,LEDGF integ inh
CCCNC(=O)/C=C/C(=O)O,8,-6,5,2,5,7,4,2,1,3
O=C(O)C1CCN(S(=O)(=O)c2cccc3nsnc23)CC1,-5,-2,2,0,3,3,2,12,-2,-3
CN(c1ccccc1)S(=O)(=O)c1cccc2ccccc12,-7,0,-12,-1,1,5,-1,-12,1,7
Cc1ccc(C(=O)NN(CCC(=O)NC(C)(C)C)C2=NS(=O)(=O)c3ccccc32)cc1,3,0,0,2,1,1,2,8,6,6
CC1CCC/C(=N/Nc2nc3ccccc3s2)C1 (centres undefined),3,-9,13,2,-12,11,-3,38*,15,3
O=C(N/N=C/c1ccco1)c1cc2ccccc2o1,8,0,-3,-1,-5,4,-7,-6,-3,2
O=C(COC(=O)CC1CC2CCC1C2)Nc1cccc(S(=O)(=O)NC2=NCCCCC2)c1 (centres undefined),5,3,5,-1,5,-1,3,-1,-4,-4
COC(CSc1nc(N)c2c3c(sc2n1)CN(C)CC3)OC,1,0,-3,-1,-2,-6,-6,-5,4,6
O=C(NC1CCCC1)C1CCN(C(=O)NCc2ccccc2)CC1,8,10,2,-1,4,-1,-3,2,-2,5
CC[C@]12C(=O)N(C)C[C@H]([C@@H]3C(=O)N(Cc4ccccc4)C(=O)[C@@H]31)N2C(=O)c1ccc(F)cc1,4,8,1,0,7,5,-3,-1,-3,1
CC[C@@H](C)[C@H](NS(=O)(=O)c1ccc(C)cc1)C(=O)N1CCC(C(=O)NCC(=O)O)CC1,-1,-2,0,0,-5,-2,-2,0,-1,0
CCCCn1c(-c2cccc(F)c2)nc2c1c(=O)[nH]c(=O)n2CC(C)C,0,-10,5,-1,-10,-3,0,-3,-3,1
COc1ccc(NC(=O)CSCc2ccccc2C)cc1,3,2,-4,0,-2,8,4,6,-5,1
Cc1ccccc1CC(=O)NC1CCN(Cc2ccccc2)CC1,7,-3,-1,-3,0,2,6,5,-3,-1
O=S1(=O)C[C@@H](N2CCCC2)[C@H](COCc2ccccc2)N1,3,-2,x,-1,0,0,0,-1,3,0
Cc1cc(=O)[nH]c(SCC(=O)Nc2ccccc2C#N)c1C#N,10,9,8,1,-4,0,6,7,11,2
O=[N+]([O-])c1cccc(/C=N\N2CCN(Cc3ccccc3Cl)CC2)c1,-1,0,-11,1,3,3,3,8,-8,-3
Cc1cc(C)cc(NC(=O)C2CCCN2/C=C/C(=O)C(F)(F)F)c1 (centres undefined),8,-7,5,-2,-1,-3,-5,2,1,2
COc1cccc(NC(=S)NCc2ccncc2)c1,8,1,1,-3,1,3,-2,-2,0,1
CC1(C)CC[C@]2(C(=O)O)CC[C@]3(CO)C(=CCC4[C@@]5(C)C[C@H](O)[C@H](O)[C@@](C)(C(=O)O)C5CC[C@]43C)[C@@H]2C1 (some centres undefined),4,12,-3,-1,2,7,2,10,4,-3
O=c1nc(SCc2cccc(C(F)(F)F)c2)nc2ccccn12,-4,-17,-1,-3,-5,-2,3,-2,0,4

# Compound activity as filed in PubChem.
